# aSyn tox rescue = rescues yeast growth from alpha-synuclein toxicity. S. cerevisiae alpha-synuclein toxicity rescue, BacTiter-Glo growth, 24 h. Potency, µM (doses to about 46.1 µM), inactives show top-dose growth rescue (activation), usual class: activators. 0.02% of 94,000 active. AID 1347070; active means well fitted activation curve with a large enough effect; inconclusive means small, poorly fitted or top-dose-only effect; further: 0% is about no effect
#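 Growth restoration measured by BacTiter-Glo luminescence after 24 hr at 30 deg C; alpha-synuclein yeast, raffinose-pregrown to mid-log, were added at OD600=0.02 in galactose medium onto pinned compounds.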
# * hit, by the source's call; u = inconclusive; & = joins results of further samples; [ ] = dose if it differs, or a comment. Potency means the concentration at half of the fitted maximal effect. This is a subset. The share of hits here may be higher or lower than overall.
mol	aSyn tox rescue
O=C(Nc1ccc(N2CCCCC2)cc1)c1ccc([N+](=O)[O-])o1	-14.8%
C=CCN(c1ccccc1)S(=O)(=O)c1cccc(C(=O)NCC(c2ccccc2OC)N2CCCC2)c1 (stereo not given)	-43.8%[inhibitor]
Cn1cccc1-c1cc(C(=O)N/N=C/c2ccc(Cl)cc2)[nH]n1	0.9%
COc1ccc(-c2noc(N3CCC(C(=O)N4CCN(c5cccc(OC)c5)CC4)CC3)n2)cc1	u
COc1ccc(S(=O)(=O)N2CCC(c3nnc(-c4ccccc4C)o3)CC2)c(OC)c1	u
CCOc1ccc(-n2nc3c(SCCN4CCCC4)nnc(C)c3c2C)cc1	6.2%
Cc1cn([C@H]2C[C@H](O)[C@@H](CNCc3ccc(Oc4cc(-n5cccn5)ncn4)cc3)O2)c(=O)[nH]c1=O	4.7%
Cc1ccc2nc(C)c3c(c2c1)OC(C(C)(Cl)Br)C3 (stereo not given)	-6.6%
C[C@H](CO)N1C[C@H](C)[C@H](CN(C)S(=O)(=O)c2ccc3ccccc3c2)OCc2cnnn2CCCC1=O	-1.7%
Cc1cc(SCC(=O)Nc2ccc(F)cc2F)nc(=O)[nH]1	-9.0%

# Among those listed so far, these contain an aryl thioether with sulfur outside any ring.
mol	aSyn tox rescue
CCOc1ccc(-n2nc3c(SCCN4CCCC4)nnc(C)c3c2C)cc1	6.2%
Cc1cc(SCC(=O)Nc2ccc(F)cc2F)nc(=O)[nH]1	-9.0%

# Remaining list, next part
mol	aSyn tox rescue
Cc1ccc(S(=O)(=O)NNc2c3ccccc3nc3ccc(Cl)cc23)cc1	-29.2%
CCc1ccc(C2C(C(=O)Nc3ccccc3)=C(C)Nc3c(C(=O)Nc4ccc(C)cc4)cnn32)cc1 (stereo not given)	3.9%
COc1ccc(CNC(=O)CN2C(=O)COc3ccccc32)c(OC)c1	-7.1%
CCOc1ccc(N(C)C(=O)C2CCN(S(=O)(=O)c3c(C)noc3/C=C/c3ccc(C)cc3)CC2)cc1	-34.0%[inhibitor]
Cc1ccc(C(=O)Nc2ccccc2C(=O)NC(Cc2ccccc2)C(=O)O)cc1 (stereo not given)	-2.4%
COC(=O)c1ccccc1NC(=O)c1ccc2c(=O)n3c(nc2c1)CCCCC3	-23.7%
Cc1cccc(C2CC(=O)Nc3cc4c(cc32)OCO4)c1 (stereo not given)	6.6%
Cc1ccc(CN2c3ccccc3-c3nc(SCC(=O)NCc4ccccc4)ncc3S2(=O)=O)cc1	-7.9%
COc1ccc(CNc2cccc3[nH]c(C(F)(F)F)nc23)cc1OC	6.3%
CCN(CC)CCn1c(=N)n(CCOc2ccccc2Cl)c2ccccc21	0.9%

mol	aSyn tox rescue
Cc1ccc(CSc2nc3ccc(NC(=O)COc4ccccc4)cc3s2)cc1	-1.0%
COc1ccc(NC(=O)C(CC(C)C)NC(=O)C2CCCCC2)c(OC)c1 (stereo not given)	-2.9%
Cc1cccc2sc(N(CCCN3CCOCC3)C(=O)CS(=O)(=O)c3ccc(F)cc3)nc12	3.9%
COc1ccccc1NC(=O)Nc1ccc(Cl)c(S(=O)(=O)Nc2ccccc2OC)c1	6.2%
Cc1ccccc1OCCn1c(CCNC(=O)C2CCCCC2)nc2ccccc21	3.5%
CCc1ccc(OCc2cc(=O)n3cc(C)sc3n2)cc1	5.2%
Nc1nnc(SCC(=O)Nc2sc3c(c2C(=O)c2ccccc2)CCCC3)s1	-6.5%
CCCNC(=O)c1cc(-c2ccc(OC)cc2)n(CCCOC)c1C	0.9%
O=C(Nc1nc(-c2ccc(F)cc2)cs1)c1cnccn1	-3.5%
CCC(=O)N1CCc2cc(Br)cc(S(=O)(=O)NCc3ccccc3)c21	-1.8%

mol	aSyn tox rescue
Cc1ccc(C)c(Cn2c3ccccc3c3cnn(CC(=O)NC4CCC(C)CC4)c(=O)c32)c1 (stereo not given)	-5.7%
CCN(c1cccc(C)c1)S(=O)(=O)c1cc2c(cc1C)n(C)c(=O)c(=O)n2C	1.7%
NS(=O)(=O)c1cccc(NC(=O)COC(=O)CN2C(=O)C3CC=CCC3C2=O)c1 (stereo not given)	-1.3%
Cc1cnc(C(=O)NCCc2ccc(C(F)(F)F)cc2)cn1	2.5%
COc1cc(OC)c(N(C)C(=O)C2CCCN(c3ncnc4c3nc3n4CCCCC3)C2)cc1Cl (stereo not given)	-1.6%
CCCCN(C)C(=O)CCC(=O)NNc1nc2ccccc2c2nc(C)nn12	-2.1%
COc1ccc(OCc2nc3ccccc3n2Cc2ccccc2Cl)cc1	1.2%
CCCOc1ccc(C(=O)Nc2cc3c(cc2N2CCOCC2)n(C)c(=O)n3C)cc1	-8.6%
Cc1ccc(NC(=O)CSC(C)C(=O)OCc2cc(=O)oc3cc(O)ccc23)cc1 (stereo not given)	2.0%
CCc1noc(-c2ccc(N3CCC(C)CC3)c([N+](=O)[O-])c2)n1	0.3%

mol	aSyn tox rescue
CCc1nc(-c2cc(S(=O)(=O)N3CCN(c4ccc(OC)cc4)CC3)ccc2OC)no1	-4.8%
Cc1ccccc1Cn1c(=O)n(CCCCC(=O)NCc2ccc3c(c2)OCO3)c(=O)c2ccccc21	2.0%
O=C(CSc1nc2ccccc2o1)NCc1ccc2c(c1)OCO2	-5.1%
CCc1ccc(N(CC)C(=O)c2sc3nc4n(c(=O)c3c2C)CCCC4)cc1	5.4%
CCCCc1ccc(NC(=S)N2CCCC(C)C2)cc1 (stereo not given)	-23.7%
COc1ccc(CN2CCC(N3CCC(C(=O)N4CCOCC4)CC3)CC2)c(F)c1	-8.3%
COc1ccc(OC)c(NC(=O)CCn2cnnn2)c1	-6.5%
Cc1ccc(-c2ccc(CCC(=O)O)n2-c2ccc(C)c(Cl)c2)cc1	11.7%
O=C(Nc1ccc(F)c(Cl)c1)c1cc(S(=O)(=O)NCc2ccc3c(c2)OCO3)ccc1F	u
Cc1cccc(C)c1-n1ncc(C(=O)Nc2ccc3c(c2)OCCO3)c1C1CCN(C(=O)OC(C)(C)C)CC1	3.1%

mol	aSyn tox rescue
O=S(=O)(c1ccc(Br)cc1)c1nc(-c2cccs2)oc1SCc1ccc(F)cc1	3.3%
Cc1ccc(C)c(SCC(=O)Nc2oc(C)c3c(C)n[nH]c(=O)c23)c1	4.3%
O=C(Nc1nc2ccc(S(=O)(=O)N3CCCC3)cc2s1)c1cccc(F)c1	2.7%
CCOc1ccc(-n2c(C)cc(/C=N/NC(=O)C(N)=O)c2C)cc1	5.9%
COc1ccc(NC(=O)CC2C(=O)N(C)C(=S)N2Cc2cccs2)cc1 (stereo not given)	-13.2%
COc1cccc(NC(=O)c2cc(CN3CCOCC3)on2)c1	0.5%
C=CCc1c(C)nc2nc(SCC(=O)Nc3ccccc3CC)nn2c1C	6.9%
CSCCC(NS(=O)(=O)c1ccc2c(c1)oc(=O)n2C)C(=O)NCc1cccs1 (stereo not given)	-5.3%
Cc1onc(-c2ccccc2Cl)c1C(=O)Oc1cc(F)cc(F)c1	-2.8%
CCOc1ccc(NC(=O)CSc2nc3cc(C(=O)NCC4CCCO4)ccc3c(=O)n2CC2CCCO2)cc1 (stereo not given)	0.0%

mol	aSyn tox rescue
Cc1cc(NC(=O)CSc2nnc(C)n2C)no1	11.2%
Cc1ccc(NC(=O)C(Cc2ccccc2)NS(=O)(=O)c2cccc3nsnc23)c(C)c1 (stereo not given)	5.8%
CN1OC[C@@H]2CN(C(=O)c3ccc(-c4ccccc4)cc3)[C@H](c3ccc(-c4cccc(F)c4)cc3)C[C@@H]21	3.5%
Cc1cccc(C)c1NC(=O)c1cc(S(=O)(=O)N2CCCc3ccccc32)ccc1F	0.0%
Cc1ccc(NC(=O)C2CCCN2S(=O)(=O)c2cccc3nsnc23)c(Br)c1 (stereo not given)	5.3%
CCc1nn(CCCC(=O)NCc2ccccc2OC)c(=O)c2cc3occc3n12	7.5%
COc1ccc(N2C(=O)CS(=O)(=O)C23C(=O)N(Cc2ccc(F)cc2)c2ccc(C)cc23)cc1 (stereo not given)	-2.9%
Cc1ccc(/C=C2\SC(=S)N(C3CCS(=O)(=O)C3)C2=O)cc1 (stereo not given)	-2.8%
O=C(COc1ccc(F)cc1)Nc1ccc2nc(SCCOc3ccccc3)sc2c1	-0.6%
O=C(NCc1cccs1)c1cccnc1SCCS(=O)(=O)c1ccc(C(F)(F)F)cn1	0.0%

mol	aSyn tox rescue
COc1c(C(=O)Nc2ccc3[nH]c(=O)[nH]c3c2)cc2ccccc2c1Br	-0.1%
Cc1ccc(S(=O)(=O)N2CCCCC2CCNC(=O)C(=O)Nc2ccccc2F)cc1 (stereo not given)	3.5%
Cc1ccc([N+](=O)[O-])cc1NC(=O)CCc1ccccc1	-9.0%
CCCCN(C)C(=O)C1CCC(Cn2c(=O)[nH]c3ccsc3c2=O)CC1 (stereo not given)	1.7%
O=C(Nc1nc(-c2ccc(Br)cc2)ns1)c1ccccc1F	-11.9%
O=C(/C=C/c1ccccc1)Oc1coc(CSc2ncccn2)cc1=O	5.6%
COc1ccccc1C(=O)NCCCNC(=O)c1ccccn1	-7.6%
O=C(c1ccco1)N1CCN(c2cc(N3CCOCC3)c(F)cc2[N+](=O)[O-])CC1	3.3%
CCOc1cc(CNS(=O)(=O)c2ccc3c(c2)C(C)(C)C(=O)N3)cc(OCC)c1OCC	-4.3%
COc1ccc(C)cc1NC(=O)CNC(C)C(=O)Nc1cc(Cl)ccc1Cl (stereo not given)	12.4%

mol	aSyn tox rescue
C[C@H](NC(=O)c1ccccc1)C(=O)OCC(=O)Nc1ccc(Cl)cn1	3.4%
CCN(CC)c1ccc(NC(=O)C2CCN(S(=O)(=O)c3ccc4c(c3)oc(=O)n4C)CC2)c(C)c1	-5.7%
COc1ccc2nc3ccccc3nc2c1NC(=O)c1ccc(Cl)cc1	-7.0%
COc1ccc(-c2nc(SCC(=O)c3ccc(Br)cc3)n[nH]2)cc1	-8.2%
COc1ccc(NC(=O)c2cc3c(=O)[nH]c4ccccc4c3n2C)cc1Cl	-5.2%
Cc1[nH]c2ccccc2c1SCC(=O)N1CCOCC1	-10.3%
CC(C)CC1NC(=O)N(Cc2cc(=O)n3ccsc3n2)C1=O (stereo not given)	-7.2%
CN(C(=O)COC(=O)c1ccc(Cl)cc1N)C1CCCCC1	11.3%
COc1ccc(NC(=O)CC2C(=O)N(c3ccc(F)cc3)C(=O)N2Cc2cccnc2)cc1 (stereo not given)	1.9%
Cc1ccccc1C(=O)Nc1cccc(-c2ccc(N3CCOCC3)nn2)c1	11.4%

mol	aSyn tox rescue
CCOC(=O)c1cccnc1SCC(=O)N(CC)c1cccc(C)c1	7.7%
C[C@@H]1CN([C@@H](C)CO)C(=O)CCCn2nncc2CO[C@H]1CN(C)Cc1ccc(C(F)(F)F)cc1	0.5%
CCc1nc(-c2cc(S(=O)(=O)N3CCN(c4ccccc4OC)CC3)ccc2OC)no1	0.6%
Cc1c(Cl)cccc1N=C1NC(=O)CS1	-9.7%
O=C(Nc1cc(=O)[nH]c2nc(-c3ccc(Cl)cc3)nn12)c1ccccc1	-10.2%
CC(C(=O)Nc1ncccn1)(c1ccccc1)c1ccccc1	4.8%
COc1ccc(CCN2CC(C(=O)NCc3cccc(F)c3)CCC2=O)cc1 (stereo not given)	10.5%
CSc1nnc(SCC(=O)N(C)c2c(N)n(Cc3ccccc3)c(=O)[nH]c2=O)s1	-0.7%
CCOC(=O)c1c(NC(=O)COc2ccccc2F)sc2c1CCCC2	6.2%
COc1ccc(CNC(=O)C2=CC(c3ccc(OC)c(OC)c3)=NS(=O)(=O)N2C)cc1	-6.4%&5.4%

mol	aSyn tox rescue
CSCc1ccc(C(=O)OCC(=O)NC2CCCC2)o1	-6.9%
Cc1nc(-n2nc(C)c(CCC(C)C)c2C)sc1C(=O)Nc1ccc(Br)cc1	-3.6%
COc1ccc2cc(C#N)c(Cl)nc2c1	3.0%
Clc1ccccc1N1CCN(c2ncnc3c2c(-c2ccccc2)cn3-c2ccccc2)CC1	3.3%
CN(Cc1ccccc1)S(=O)(=O)c1ccc(-c2cnc(C3CC3)o2)cc1	2.7%
CCSc1nc2c(c(=O)[nH]1)C(c1ccc(C)cc1)C1=C(CCCC1=O)N2 (stereo not given)	9.9%
COc1ccc(F)cc1S(=O)(=O)Nc1ccc2c(c1)CCCN2C(=O)c1cccs1	4.8%
O=CN1CCN(C(=O)c2ccc([N+](=O)[O-])cc2)CC1	3.4%
COc1cccc(CNC(=O)CCC2CCCN(C(=O)c3cccc4c(C)c(C)[nH]c34)C2)c1 (stereo not given)	4.4%
O=C(NCC(c1cccnc1)N1CCOCC1)C(=O)Nc1cccc(Cl)c1 (stereo not given)	-2.3%

# A second format for four compounds above.
O=C(NCC(c1cccnc1)N1CCOCC1)C(=O)Nc1cccc(Cl)c1 (stereo not given)
  aSyn tox rescue: -2.3%

Clc1ccccc1N1CCN(c2ncnc3c2c(-c2ccccc2)cn3-c2ccccc2)CC1
  aSyn tox rescue: 3.3%

CCSc1nc2c(c(=O)[nH]1)C(c1ccc(C)cc1)C1=C(CCCC1=O)N2 (stereo not given)
  aSyn tox rescue: 9.9%

CN(Cc1ccccc1)S(=O)(=O)c1ccc(-c2cnc(C3CC3)o2)cc1
  aSyn tox rescue: 2.7%

# Continued.
mol	aSyn tox rescue
CC(C)CN(C(=O)COC(=O)/C=C/c1cccs1)c1c(N)n(Cc2ccccc2)c(=O)[nH]c1=O	0.6%
Fc1ccc(CNc2ncccn2)cc1	6.9%
CCCCCCNC(=O)O[C@H]1C[C@@H]2C(=O)N(c3ccccc3)C(=O)[C@@H]2[C@@H]2CN(S(=O)(=O)c3ccc(C)cc3)C[C@]12O	-0.2%
COC(=O)c1ccc(-c2ccc(/C=N/NC(=O)Cc3nnc(N)s3)o2)cc1	-3.2%

# Bioassay records as filed in PubChem.
